mcGAS MS inh = mouse cGAS inhibition by mass spec; actives 0.18% (n = 130,000); recombinant mouse cGAS, cGAMP by RapidFire MS; Q8C6L5; inhibition, % at 12.5 µM;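 active means inhibition of cGAS enzyme activity at or above 60%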;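 further: enzyme stimulated by 45 bp dsDNA with ATP and GTP substrates; cGAMP share of summed cGAMP plus half ATP and half GTP signals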
Target sequence (Q8C6L5 whole entry, looked up): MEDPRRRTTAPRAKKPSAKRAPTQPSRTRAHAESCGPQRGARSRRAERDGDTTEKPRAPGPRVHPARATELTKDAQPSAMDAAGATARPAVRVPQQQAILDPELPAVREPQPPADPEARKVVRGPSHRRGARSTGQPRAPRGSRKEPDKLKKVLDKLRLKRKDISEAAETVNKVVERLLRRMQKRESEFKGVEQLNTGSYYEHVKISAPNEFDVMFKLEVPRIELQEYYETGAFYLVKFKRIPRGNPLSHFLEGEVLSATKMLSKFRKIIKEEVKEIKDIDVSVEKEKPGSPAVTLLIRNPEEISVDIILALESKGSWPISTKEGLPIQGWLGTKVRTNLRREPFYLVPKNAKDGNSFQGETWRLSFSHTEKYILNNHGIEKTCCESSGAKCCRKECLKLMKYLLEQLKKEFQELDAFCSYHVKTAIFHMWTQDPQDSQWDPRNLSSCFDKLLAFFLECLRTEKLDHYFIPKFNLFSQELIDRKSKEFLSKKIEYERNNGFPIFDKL
Numbers without * were called inactive; & = joins results of further samples.

mcGAS MS inh,SMILES
-5,Cc1ccc(N2CCCS2(=O)=O)cc1NC(=O)c1cnc2ccccc2n1
1,Fc1ccc(CSCc2csc(-c3ccc(F)cc3)n2)cc1
-8,CC(C(=O)Nc1ccc(N2CCOCC2)cc1)N1CCN(Cc2csc(C(C)(C)C)n2)CC1 (centres undefined)
-7,CN1CCC(C(=O)NC(c2ccc(F)cc2)C2CCCC2)CC1=O (centres undefined)
2,O=C(Cc1ccc2c(c1)CCC2)Nc1ccnn1C1CCCC1
4,O=[N+]([O-])c1cccc2c(Br)cccc12
-15&1,CC(Oc1ccccc1Br)C(=O)N1CCCC(O)C1 (centres undefined)
-19,O=S(=O)(NCCCc1nc2ccccc2s1)NCc1ccccc1
-5,Cc1ccc(S(=O)(=O)Cc2noc(-c3ccccc3Cl)n2)cc1
-7,O=C(Nc1cccc(-c2cc3ccccc3[nH]2)c1)C1CCN(C(=O)c2cncs2)CC1
-8,Cc1ccc(N2C(=O)CC(N3CCN(S(=O)(=O)c4cccs4)CC3)C2=O)cc1 (centres undefined)
-14,CNc1nc(C)cc(N2CCC(=O)N(Cc3ccc(F)cc3)C(C(C)C)C2)n1 (centres undefined)
-4,OCc1ccc(-c2ccc(Cl)cc2)s1
-30,Cc1nc2c(C(=O)N3CCC(c4[nH]ncc4-c4ccccc4)CC3)cccc2[nH]1
-15,O=c1c2sc(-c3ccc(F)cc3)cc2ncn1Cc1nc2ccccc2[nH]1
0,CC(=O)Nc1nc(C)c(-c2csc(Nc3ccc(C)cc3)n2)s1
-24,Cc1ccoc1C(=O)N1CCNCC1C(=O)NC1CC1 (centres undefined)
-2,CS(=O)(=O)CCCOc1c(Cl)cccc1Cl
-11,COc1ccc(CC2CN(S(=O)(=O)c3cccs3)CCO2)cc1 (centres undefined)
-11,N#Cc1cccc(C(=O)Nc2ccccc2OCC(F)(F)F)c1
0,CCC(C)NC(=O)CN(Cc1ccccc1)Cc1nc2ccsc2c(=O)[nH]1 (centres undefined)
11,O=C(COc1ccccc1)NC1CCc2ccccc21 (centres undefined)
-1,CC(C)N(C)C(=O)c1ccc(CNC(=O)/C=C/c2cccnc2)cc1
0,CCN(C(=O)C1CCS(=O)(=O)C1)C(Cc1ccc(C)cc1)C1CC1 (centres undefined)
97*,O=C1NC(=S)SC1=Cc1cc(O)c(O)c(Cl)c1
-7,COc1ccc(-c2noc(-c3cc4ccccc4o/c3=N/NS(=O)(=O)c3ccc(C)cc3)n2)cc1
-8,COc1ccc(CN2CCNC(=O)C2CC(=O)NCCc2ccccc2OC)c(OC)c1 (centres undefined)
-17,CC(=O)Cn1c2ccccc2n2nc(C)c(=O)nc12
-3,CC(=O)CC(C)(C)NC(=O)CCN(C)Cc1sccc1C
-6,O=C1CCCN1c1ccc(S(=O)(=O)N2CCOc3ccccc32)cc1
-9,CC(=O)c1cn(CC(=O)Nc2cc(C)ccc2C)c(=O)n(C)c1=O
6,CC(=O)NCCNc1nc2cc(-c3cccc(C(F)(F)F)c3)sc2c(=O)n1C
-4,CCCNC(=O)C1(C)CCCN(Cc2cccs2)C1 (centres undefined)
-20,N#Cc1ccc(S(=O)(=O)NCCCn2nc3ccccn3c2=O)cc1Cl
4,O=C(Nc1ccc(C(F)(F)F)cc1)N1CCN(Cc2ccncc2)CC1
-53,O=C(/C=C/c1ccncc1)NC1CS(=O)(=O)CC1N1CCCCC1 (centres undefined)
67*,Clc1ccc2c(-n3ccnc3)ccnc2c1
-6,Cc1ccc2nc(CN(C)Cc3cccc(Cl)c3Cl)cn2c1
-2,Cc1ccc(Cc2nc(N3CCCNCC3)c3c(-c4cccnc4)noc3n2)cc1
-4,COc1cc(/C=C\C(=O)Nc2cc(-c3cccs3)nn2-c2nc(C)cc(=O)[nH]2)cc(OC)c1OC
-17,Cn1cc(CN2CCCCC2c2cccnc2)c(-c2ccc3c(c2)OCCO3)n1 (centres undefined)
-5,CN(c1nc2ccccc2o1)C1CCN(CC(F)(F)F)C1=O (centres undefined)
10,Cc1ccc(C)c(NCC(=O)N2CCN(S(=O)(=O)c3ccc4c(c3)CCC4)CC2)c1
6,O=C1NC(c2ccccc2Cl)N2Cc3ccccc3CC12 (centres undefined)
-17,OCCNc1ncnc2sc3c(c12)CCCCC3
-1,C=C(C)Cn1c(=O)c2c(nc3n2CCN3c2ccc(C(=O)OCC)cc2)n(C)c1=O
-9,O=C(Nc1ccc(Cl)c(N2CCCS2(=O)=O)c1)c1ccc(C(F)(F)F)cc1
-11,Cc1cnc(CN(C)CC(=O)Nc2cccc(F)c2C)[nH]1
-6,Cc1nnc2sc(-c3csc4c3CCCC4)nn12
-2,COc1cc(C2C(C#N)=C(C)N=C(C)C2C#N)cc(OC)c1OC (centres undefined)

Carrying on.
mcGAS MS inh,SMILES
-7,Cc1ccc(OC(=O)CCC(=O)Nc2cccc(C#N)c2)cc1
-19,CCC(=O)N1CCCCC1C(=O)Nc1ccc(Cl)cc1 (centres undefined)
-9,CCSc1n[nH]c(-c2cccs2)n1
3,Cc1cccc(OCCC(=O)Nc2cccc3ncccc23)c1
2,Fc1ccccc1NC(=S)Nc1cccnc1
-6,Cc1ccc(NC(=O)N2CCC(C3OCCO3)CC2)cc1F
-1,CC(=O)N1CCN(S(=O)(=O)c2ccc3c(c2)CCCC3)CC1
-4,CC1=NN(C(=O)CC#N)C(O)(c2ccccc2)C1 (centres undefined)
-8,Cc1ccc(NC(=O)NC2C(C)CN(Cc3ccccc3)CC2C)c(C)c1 (centres undefined)
28,COc1cccc(NC(=O)C2(C)CCN2CC2CCCCC2)c1 (centres undefined)
6,O=C(Nc1ccc(-c2ccn[nH]2)cc1)C1CCCN(Cc2ccccn2)C1 (centres undefined)
18,CCNC(=O)NC(=O)CSc1nc(C)nc2sc(C)c(C)c12
-12,Cc1cc(C)c2c(CC(=O)N3CCCC(c4ccn[nH]4)C3)coc2c1 (centres undefined)
-5,CC(=O)NC(c1ccc(C(C)C)cc1)c1c(O)ccc2ccc(O)cc12 (centres undefined)
-5,CCN(CC)C(=O)CSc1ncnc2c1nnn2C
-4,CC(=O)Nc1ccc(S(=O)(=O)N(C)CC(=O)Nc2cccc(NC(=O)c3ccco3)c2)cc1
-3,O=C1C2C3C=CC(C2C(=O)N1CCO)C1C2C(=O)N(CCO)C(=O)C2C31 (centres undefined)
-14,CCN(CC)c1ccc(CNc2nc(-c3cccnc3)nn2C(=O)COC)cc1
-1,CC(C)n1c2c(=O)[nH]c(=O)n(C)c2n2c(-c3ccccc3)nnc12
1,CN(C)C(=O)CN1CCC2(CC1)OCc1ccccc12
-5,COCCNS(=O)(=O)c1c(C)nc2sccn2c1=O
-29,C=C(C)COc1ccccc1C(=O)N(C)Cc1ccc(CC)cn1
-5,Cc1nnc(NC(=O)CSc2nnc(CNC(=O)c3ccccc3C(F)(F)F)n2-c2ccc([N+](=O)[O-])cc2)s1
1,CN1C(=CC(=O)C2CC2)C(C)(C)c2ccccc21
-8,CNC(=O)CN1CCC(CN(C)CCOc2ccc(C#N)cc2)CC1
4,CC(C)N(C)Cc1nc(C(=O)NCc2ccc(F)cc2)no1
-21,CCn1nc(C)c(NC(=O)CN(C)C(C)c2nccs2)c1C (centres undefined)
-8,CCc1ccc(OCCOCC(O)CNC(C)CC)cc1 (centres undefined)
0,CCOc1ccc(CC(=O)Nc2cc(-c3cccs3)nn2-c2nc(C(C)C)cc(=O)[nH]2)cc1
-2,Cc1cc(C)c(C)c(S(=O)(=O)N2CCCCC2C)c1C (centres undefined)
-17,CC(C)(C)OC(=O)NCC1CCCCC1OC(=O)C1CCOCC1 (centres undefined)
13,COC(=O)c1c(C)[nH]c(C(=O)COC(=O)c2c(C)noc2C)c1C
-4,CCc1c(C(=O)O)cnn1-c1ccc(=O)[nH]n1
-2,CSCc1ccc(C(=O)NC(C)c2cnn(-c3ccccn3)c2C)o1 (centres undefined)
-11,CCOc1nc(NC(C)c2ccccc2)ncc1Br (centres undefined)
-13,Cn1nc(-c2cccnc2)c2c1NC(=O)CC2c1cnc(N2CCCC2)nc1 (centres undefined)
-10,COC(=O)c1sccc1S(=O)(=O)Nc1cc(C)ccc1OC
-9,O=S(=O)(c1ccc(F)cc1)c1ccc(F)cc1
-27,CC(OC(=O)c1cccc(OC(F)F)c1)c1nc2ccccc2c(=O)[nH]1 (centres undefined)
-22,CC(=NNc1ccccc1)c1no[n+]([O-])c1C
1,CCOCCn1c(SCC(=O)OCc2ccccc2)nc2c1c(=O)[nH]c(=O)n2C
-1,CCCN1CCCc2cc(CCNC(=O)c3cc(OC)cc(OC)c3)ccc21
1,Cc1cc2c(SCC(=O)Nc3ccccc3Cl)ncnc2s1
-17,C=C1C2(C(=O)N3CCC(c4ccc(F)cc4)C3)CCC(C2)C1(C)C (centres undefined)
0,CC(NC(=O)c1ccccc1)C(=O)NC(C)c1ccc(S(N)(=O)=O)cc1 (centres undefined)
-3,C=CCC(NC(C)=O)C(=O)N1CCc2c(cnn2CC(=O)OCC)C1 (centres undefined)
1,Clc1ccc2nc(SCc3nnc(C4CCC4)o3)[nH]c2c1
2,COc1ccc(NC(=O)c2sc(=O)n(CC(=O)c3ccc(F)cc3)c2C)cc1OC
-1,CC(C)(C)c1nc(SCC(=O)NCc2ccc(Cl)cc2)n[nH]1
-11,O=C(NCCCn1ccc2ccccc21)C1CCOC1 (centres undefined)

Continuation:
mcGAS MS inh,SMILES
-11,CN(C)c1ccc(NC(=O)CC2CC3CCC2C3)nc1 (centres undefined)
-2,CC(C)CN(CC(=O)NC(N)=O)C1CC1
-10,FC(F)(F)c1cc(-c2ccccc2)nc2c3ccccc3nn12
-13,COC(C)(C)CC(C)NCCn1c(C)cc(C)nc1=O (centres undefined)
-10,COc1cc(CSc2ncc(CO)n2CC(N)=O)cc(OC)c1
1,c1ccc2c(Nc3ccc(N4CCOCC4)cc3)nc(N3CCOCC3)nc2c1
-11,COC(=O)c1ccc(CNC(=O)CN2CCC(n3ccnc3)C2)o1 (centres undefined)
-6,CC(C)c1ccc(CN2CCCC3(CCN(C(=O)c4ccnc(N)c4)C3)C2)cc1 (centres undefined)
-6,COc1ccccc1-n1cc(CN2CCC(CO)(CCOc3ccccc3)CC2)cn1
-1,CC1CCCN(Cc2nc3c([nH]2)c(=O)n(C)c(=O)n3C)C1 (centres undefined)
-5,Cc1cn2c(C(=O)N3[C@@H]4CC[C@H]3CNC(=O)C4)csc2n1
-9,Cc1cc(SC(C)(C)C)ccc1NC(=O)NCCc1cnn(C)c1
-12,CC1(C(=O)N2Cc3ccccc3C2)CCN1C(=O)C1(c2ccccc2)CC1 (centres undefined)
-5,CC(C)c1nc2ccccc2n1CC(=O)N(c1ccccc1)C(C)C
-8,Cc1cc(-c2csc(NCc3ccco3)n2)c(C)n1-c1ncn[nH]1
-15,O=C(O)CON=C1C2CC3CC(C2)CC1C3
-10,N=C(N)SCCc1ccc(OCc2ccc([N+](=O)[O-])cc2)cc1
-2,COc1cc(N(C)CCc2noc(C(C)C)n2)ncn1
-8,CC(C)c1cc(C(=O)N(C)Cc2nnc(-c3ccccc3)o2)no1
-21,OCCSc1nnc(Nc2ccccc2)s1
-43,O=C(c1cn(-c2ccccc2)nn1)N(C/C=C/c1ccccc1)C1CC1
-14,CCN(CC)C(=O)NCC(C(=O)N1CCOCC1)c1ccccc1 (centres undefined)
-7,CCOc1ccc(CC(=O)NCCc2cc3ccc(C)c(C)c3[nH]c2=O)cc1
-3,Cc1nccn1-c1ccc(NC(=O)C2CCCN(Cc3ccncc3)C2)cc1 (centres undefined)
-32,CCCCOC(=O)C1C2C=CC3(CN(CCCC)C(=O)C13)O2 (centres undefined)
-8,CN(Cc1ccsc1)C(=O)c1ccc2nc(C3CCCCC3)oc2c1
-9,N#Cc1c(-c2ccccc2)cc(-c2ccccc2)n(S(=O)(=O)c2ccccc2)c1=O
-43,Cc1ccc(CN(C(=O)c2cn(-c3ccccc3)nn2)C2CCCC2)s1
2,COc1ccc(F)c(CNC2CCCN(c3ncccn3)C2)c1 (centres undefined)
2,O=C(c1ccc[n+]([O-])c1)N1CCCC(CO)(Cc2cccc(Cl)c2)C1 (centres undefined)
-18,CCc1nn(C)c2n[nH]c(NC(=O)c3c(C(C)C)nn(C)c3Cl)c12

An excerpt from above in order of the mcGAS MS inh value, falling:
SMILES,mcGAS MS inh
COc1ccc(F)c(CNC2CCCN(c3ncccn3)C2)c1 (centres undefined),2
CCc1nn(C)c2n[nH]c(NC(=O)c3c(C(C)C)nn(C)c3Cl)c12,-18
Cc1ccc(CN(C(=O)c2cn(-c3ccccc3)nn2)C2CCCC2)s1,-43

Compounds above that have a Cl atom (15):
mcGAS MS inh,SMILES
-5,Cc1ccc(S(=O)(=O)Cc2noc(-c3ccccc3Cl)n2)cc1
-4,OCc1ccc(-c2ccc(Cl)cc2)s1
-2,CS(=O)(=O)CCCOc1c(Cl)cccc1Cl
97*,O=C1NC(=S)SC1=Cc1cc(O)c(O)c(Cl)c1
-20,N#Cc1ccc(S(=O)(=O)NCCCn2nc3ccccn3c2=O)cc1Cl
67*,Clc1ccc2c(-n3ccnc3)ccnc2c1
-6,Cc1ccc2nc(CN(C)Cc3cccc(Cl)c3Cl)cn2c1
6,O=C1NC(c2ccccc2Cl)N2Cc3ccccc3CC12 (centres undefined)
-9,O=C(Nc1ccc(Cl)c(N2CCCS2(=O)=O)c1)c1ccc(C(F)(F)F)cc1
-19,CCC(=O)N1CCCCC1C(=O)Nc1ccc(Cl)cc1 (centres undefined)
1,Cc1cc2c(SCC(=O)Nc3ccccc3Cl)ncnc2s1
1,Clc1ccc2nc(SCc3nnc(C4CCC4)o3)[nH]c2c1
-1,CC(C)(C)c1nc(SCC(=O)NCc2ccc(Cl)cc2)n[nH]1
2,O=C(c1ccc[n+]([O-])c1)N1CCCC(CO)(Cc2cccc(Cl)c2)C1 (centres undefined)
-18,CCc1nn(C)c2n[nH]c(NC(=O)c3c(C(C)C)nn(C)c3Cl)c12

An excerpt; the hit share may differ from the screen's.
